Assay outcomes deposited in PubChem BioAssay by several laboratories.
FXIa inh 1536: blocks human coagulation factor XIa protease activity. inhibition, % at 5 µM. 220,000 tested, 0.14% active. P03951. purified FXIa, Boc-Glu-Ala-Arg-AMC fluorogenic substrate;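 active means inhibition of at least 40%; inactive means inhibition below 40%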;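 further: fluorescence of freed AMC excited at 355 nm; 0% = enzyme without compound and 100% = no enzyme blank; many of its hits are not listed in these tables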
Wee1 stabilizer: human Wee1 degradation inhibition, primary screen | reporter increase, % at 5 µM | HeLa Luc-Wee1K328M stability, luciferase luminescence; 100% = proteasome inhibitor MG132 effect | AID 1321 | 220,000 tested, 1.2% active | P30291;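 active means activation above the mean of all tested compounds plus 3 SD, set per screening run, cut at about 8.8% in these data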;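 further: cells exposed to compound for 20 h before luminescence read; 0% = DMSO alone and 100% = MG132 at 30 µM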
p97 ATPase inh: inhibitors of human p97 ATPase; 220,000 tested, 0.42% active; recombinant p97 ATPase, Kinase-Glo ATP luminescence, 3 h; P55072; inhibition, % at 8 µM; in the data active means inhibition above about 15%;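 further: 0% = DMSO vehicle and 100% = wells lacking enzyme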
Furin inh: inhibitors of human furin | purified furin, fluorogenic substrate cleavage | 220,000 tested, 0.061% active | P09958 | inhibition, % at 30 µM; in the data active means inhibition above about 25%; further: inactives centre near -15
PERK inhibitor: blocks human PERK kinase; AID 1416; inhibition, % at 5.6 µM; CHO PERK-DD fusion, SEAP luminescence translation reporter; 220,000 tested, 0.17% active;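 active means inhibition above the mean inhibition of all tested compounds plus 3 SD, set separately per screening campaign, cut at about 2.9% in these data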;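 further: PERK kinase domain activated by AP20187 dimerizer at 100 nM; 0% = DMSO with dimerizer and 100% = rapamycin at 8.4 µM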
Target sequence (Q9NZJ5 whole entry, looked up, the tested form may be a part): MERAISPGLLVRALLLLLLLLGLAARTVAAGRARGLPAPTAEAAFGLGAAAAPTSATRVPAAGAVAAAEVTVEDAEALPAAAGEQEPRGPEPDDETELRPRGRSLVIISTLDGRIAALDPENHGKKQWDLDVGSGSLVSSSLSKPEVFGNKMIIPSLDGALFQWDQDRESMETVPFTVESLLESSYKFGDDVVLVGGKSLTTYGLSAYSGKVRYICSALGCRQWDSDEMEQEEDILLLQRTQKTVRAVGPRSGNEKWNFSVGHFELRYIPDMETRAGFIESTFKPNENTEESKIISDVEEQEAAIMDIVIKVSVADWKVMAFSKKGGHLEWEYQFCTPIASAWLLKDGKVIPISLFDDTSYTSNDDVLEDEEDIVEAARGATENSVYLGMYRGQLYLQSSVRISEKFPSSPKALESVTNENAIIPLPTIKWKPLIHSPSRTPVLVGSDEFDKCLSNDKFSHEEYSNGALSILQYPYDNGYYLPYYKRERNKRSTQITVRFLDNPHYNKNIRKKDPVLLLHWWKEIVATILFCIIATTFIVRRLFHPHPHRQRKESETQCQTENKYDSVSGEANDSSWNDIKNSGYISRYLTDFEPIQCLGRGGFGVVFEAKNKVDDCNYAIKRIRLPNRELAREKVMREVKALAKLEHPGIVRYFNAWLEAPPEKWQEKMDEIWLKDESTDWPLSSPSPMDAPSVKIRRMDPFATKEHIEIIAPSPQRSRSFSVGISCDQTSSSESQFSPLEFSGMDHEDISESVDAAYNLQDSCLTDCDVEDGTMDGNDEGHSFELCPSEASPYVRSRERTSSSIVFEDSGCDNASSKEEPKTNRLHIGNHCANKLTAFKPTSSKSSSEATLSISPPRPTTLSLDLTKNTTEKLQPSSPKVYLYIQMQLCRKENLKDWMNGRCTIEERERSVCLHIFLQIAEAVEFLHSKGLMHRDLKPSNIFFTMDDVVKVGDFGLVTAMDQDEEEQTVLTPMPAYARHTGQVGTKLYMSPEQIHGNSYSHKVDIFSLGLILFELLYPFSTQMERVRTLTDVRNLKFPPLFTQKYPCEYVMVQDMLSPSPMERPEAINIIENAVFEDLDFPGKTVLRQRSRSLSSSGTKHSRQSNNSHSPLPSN
KCC2 mod: modulators of human KCC2 chloride dependent transport; Q9H2X9; KCC2 cells, thallium flux FluoZin-2 fluorescence; B-score of Tl+ flux slope (higher = more flux/activation; lower = inhibition) at 10 µM; 190,000 tested, 2.2% active; AID 1456;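 active means thallium flux slope and its plate-corrected score both differing from the plate sample mean at a set confidence after two filtering rounds, in either direction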;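 further: slope of fluorescence scaled to starting intensity during 10 to 20 s after thallium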
Thrombin inh: blocks human thrombin protease activity | P00734 | alpha-thrombin, Boc-VPR-AMC fluorogenic substrate cleavage | inhibition, % at 5 µM | 220,000 tested, 0.26% active | AID 1046;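 active means inhibition at or above 40%; inactive means inhibition below 40%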;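 further: 0% = enzyme with no compound and 100% = wells without enzyme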
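System – human alpha-thrombin protein · Reagent – Boc-VPR-AMC substrate, 15 µM final · Compound – 5 µM single dose in 0.2% DMSO · Schedule – reaction at room temperature · Technique – AMC fluorescence at 355 nm excitation and 460 nm emission · Read-out basis – % inhibition relative to enzyme controls and enzyme-free blanks · Control set – no-compound enzyme wells and no-enzyme blanks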
FXIIa inh: factor XIIa (human) inhibition; P00748; purified FXIIa, Boc-QGR-AMC fluorogenic substrate, 2 h; inhibition, % at 5 µM; 220,000 tested, 0.3% active; AID 800; in the data active means inhibition above about 40%;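 further: 0% = enzyme with no compound and 100% = blank without enzyme; many of its hits are not listed in these tables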
KLK5 inh: inhibitors of human kallikrein 5 | Q9Y337 | recombinant hK5, fluorogenic AMC substrate cleavage | inhibition, % at 5 µM | 210,000 tested, 0.59% active | AID 873;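 active means inhibition of 40% or more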;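 further: 0% = enzyme controls without compound and 100% = no-enzyme blanks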
Numbers without * were called inactive; [ ] = another dose, or the depositor's remark.

For COC(=O)Cn1cnc2c1c(=O)n(C)c(=O)n2C the results were FXIa inh 1536 25, Wee1 stabilizer -3, p97 ATPase inh -5, Furin inh -4[20 µM], PERK inhibitor -1.2, KCC2 mod -0.0086, Thrombin inh -5, FXIIa inh 13 and KLK5 inh -4.
Screening Cc1ccc(-c2cc(C(F)(F)F)n3ncc(C(=O)N4CCCCC4c4cccnc4)c3n2)cc1 (stereo unspecified) returned FXIa inh 1536 -3, Wee1 stabilizer -2, p97 ATPase inh 4, Furin inh -32, PERK inhibitor -0.4, KCC2 mod -0.96, Thrombin inh -12, FXIIa inh 0 and KLK5 inh 0.
Screening CC(C)CNC(=O)c1ccc(C2SCC(=O)N2Cc2ccccc2)cc1 (stereo unspecified) returned FXIa inh 1536 -5, Wee1 stabilizer 4, p97 ATPase inh 0, Furin inh -21, PERK inhibitor 0.2, KCC2 mod -0.45, Thrombin inh 0, FXIIa inh 1 and KLK5 inh -5.
Screening CC(=O)Oc1ccc(C(=O)Cc2ccc3ccccc3n2)c(O)c1C returned FXIa inh 1536 -9, Wee1 stabilizer -1, p97 ATPase inh 3, Furin inh -16, PERK inhibitor 0.3, KCC2 mod 0.45, Thrombin inh -4, FXIIa inh 3 and KLK5 inh 4.
`Cc1ccc(NC(=O)C2CCCN(C(=O)c3ccc(Cl)cc3)C2)cc1S(=O)(=O)N1CCOCC1` (stereo unspecified) gave FXIa inh 1536 0, Wee1 stabilizer -2, p97 ATPase inh 0, Furin inh -19, PERK inhibitor 0.9, KCC2 mod -0.55, Thrombin inh 0, FXIIa inh 5 and KLK5 inh 2.
Screening Cc1ccc(NC(=O)CSc2n[nH]c(=O)n2C2CC2)cc1S(=O)(=O)N1CCOCC1 returned FXIa inh 1536 3, Wee1 stabilizer -3, p97 ATPase inh 5, Furin inh -13, PERK inhibitor 1.3, KCC2 mod -0.32, Thrombin inh -3, FXIIa inh 6 and KLK5 inh -15.
For O=C(COc1ccc(Cl)cc1)OCC(=O)N1CCCCCC1 the results were FXIa inh 1536 -7, Wee1 stabilizer 4, p97 ATPase inh -13, Furin inh -7, PERK inhibitor -0.6, KCC2 mod 0.6, Thrombin inh -3, FXIIa inh -1 and KLK5 inh 3.
COc1cc2c(cc1OC)C(=O)N(C)CC2 was read as FXIa inh 1536 3, Wee1 stabilizer -2, p97 ATPase inh -1, Furin inh -27, PERK inhibitor 0.4, KCC2 mod -0.58, Thrombin inh 2, FXIIa inh 14 and KLK5 inh 3.
Screening Cc1ccc(NC(=O)OC(C)CNC(=O)Oc2cccc(C)c2)cc1 (stereo unspecified) returned FXIa inh 1536 -7, Wee1 stabilizer 3, p97 ATPase inh 2, Furin inh -18, PERK inhibitor 0.5, KCC2 mod -0.21, Thrombin inh 1, FXIIa inh 9 and KLK5 inh -5.
COc1ccc(C(=O)c2c[nH]c(C(=O)NCc3cccnc3)c2)cc1 was read as FXIa inh 1536 -8, Wee1 stabilizer -1, p97 ATPase inh 3, Furin inh -22[20 µM], PERK inhibitor 1.5, Thrombin inh 0, FXIIa inh -20 and KLK5 inh 14.
Screening Cc1ncc(CO)c2cc(-c3nnc(Nc4ccc5c(c4)OCO5)s3)c(=O)oc12 returned FXIa inh 1536 4, Wee1 stabilizer 1, p97 ATPase inh 2, Furin inh -18, PERK inhibitor 0.7, KCC2 mod 1.1, Thrombin inh 1, FXIIa inh 10 and KLK5 inh 6.
`Cc1cc(CN2CCCC(CO)(Cc3cccc(Cl)c3)C2)n[nH]1` (stereo unspecified) gave FXIa inh 1536 0, Wee1 stabilizer 14*, p97 ATPase inh 3, Furin inh -19, PERK inhibitor 1.3, KCC2 mod -0.65, Thrombin inh -8 and FXIIa inh 4.
COc1ccc(N2C(=O)c3ccccc3NC23CCCC3)cc1 was read as FXIa inh 1536 -6, Wee1 stabilizer 7, p97 ATPase inh 2, Furin inh -17, PERK inhibitor 0.8, KCC2 mod 0.83, Thrombin inh -6, FXIIa inh 1 and KLK5 inh -4.
Screening Cc1cc(C)c(Nc2cc(S(=O)(=O)O)c(N)c3c2C(=O)c2ccccc2C3=O)c(C)c1 returned FXIa inh 1536 2, Wee1 stabilizer 1, p97 ATPase inh -9, Furin inh -10, PERK inhibitor 0.0, KCC2 mod -2.1, Thrombin inh -5, FXIIa inh 6 and KLK5 inh -3.
For NC1=NC(=O)/C(=C\c2ccsc2)S1 the results were FXIa inh 1536 -3, Wee1 stabilizer -1, p97 ATPase inh 4, Furin inh -25, PERK inhibitor 0.3, KCC2 mod 0.11, Thrombin inh -8, FXIIa inh 6 and KLK5 inh 1.

Continued, starting with the last 2 of the part before.
Screening Cc1cc(C)c(Nc2cc(S(=O)(=O)O)c(N)c3c2C(=O)c2ccccc2C3=O)c(C)c1 returned FXIa inh 1536 2, Wee1 stabilizer 1, p97 ATPase inh -9, Furin inh -10, PERK inhibitor 0.0, KCC2 mod -2.1, Thrombin inh -5, FXIIa inh 6 and KLK5 inh -3.
For NC1=NC(=O)/C(=C\c2ccsc2)S1 the results were FXIa inh 1536 -3, Wee1 stabilizer -1, p97 ATPase inh 4, Furin inh -25, PERK inhibitor 0.3, KCC2 mod 0.11, Thrombin inh -8, FXIIa inh 6 and KLK5 inh 1.
`CC(C)CNC(=O)N1c2ccccc2Sc2ccccc21` gave FXIa inh 1536 3, Wee1 stabilizer -1, p97 ATPase inh 1, Furin inh -16, PERK inhibitor -0.4, KCC2 mod -1.8, Thrombin inh 3, FXIIa inh 13 and KLK5 inh 4.
For Cc1nnc(SCCN2CCOCC2)c2nn(-c3ccccc3F)c(C)c12 the results were FXIa inh 1536 25, Wee1 stabilizer 4, p97 ATPase inh -2, Furin inh -3, PERK inhibitor 0.3, KCC2 mod 1.5, Thrombin inh 5, FXIIa inh 30 and KLK5 inh -17.
For CC(=O)Nc1ccc(CN2CCN(CC(C)C)C(CCO)C2)cc1 (stereo unspecified) the results were FXIa inh 1536 4, Wee1 stabilizer -3, p97 ATPase inh 4, Furin inh -24, PERK inhibitor 0.7, KCC2 mod 0.37, Thrombin inh 2, FXIIa inh 14 and KLK5 inh 20.
Screening Cc1ccccc1NC(=O)NCCc1nc2ccccc2[nH]1 returned FXIa inh 1536 6, Wee1 stabilizer 1, p97 ATPase inh -1, Furin inh -33[20 µM], PERK inhibitor -0.5, KCC2 mod 0.11, Thrombin inh 0, FXIIa inh 15 and KLK5 inh -4.
Screening Cc1ccc(C(=O)N2CCN(c3cc4c(cc3[N+](=O)[O-])n(C)c(=O)n4C)CC2)cc1 returned FXIa inh 1536 -5, Wee1 stabilizer -2, p97 ATPase inh 4, Furin inh 1, PERK inhibitor 0.2, Thrombin inh -3, FXIIa inh 7 and KLK5 inh -1.
Screening Cc1cccc(CN2CCN(CCCc3ccccc3)CC2)c1 returned FXIa inh 1536 -5, Wee1 stabilizer -1, p97 ATPase inh -4, Furin inh -17, PERK inhibitor -1.5, KCC2 mod -1, Thrombin inh 2, FXIIa inh 1 and KLK5 inh -4.
COc1ccccc1CCC(=O)OCC(=O)Nc1ccc(S(N)(=O)=O)cc1 was read as FXIa inh 1536 32, Wee1 stabilizer 0, p97 ATPase inh -3, Furin inh -12, PERK inhibitor 1.0, KCC2 mod 1, Thrombin inh 22, FXIIa inh 32 and KLK5 inh 30.
Screening CC(=O)c1c(C)n(-c2ccc(N(C)C)cc2)c2ccc(OCC(N)=O)cc12 returned FXIa inh 1536 -12, Wee1 stabilizer -3, p97 ATPase inh 2, Furin inh 1, PERK inhibitor -0.7, Thrombin inh -6, FXIIa inh -2 and KLK5 inh -22.
`COc1ccc(NC(=O)c2cc(-c3ccccc3Cl)no2)cc1` gave FXIa inh 1536 -7, Wee1 stabilizer -3, p97 ATPase inh -5, Furin inh -16[20 µM], PERK inhibitor 0.3, KCC2 mod 0.13, Thrombin inh -3, FXIIa inh 1 and KLK5 inh 0.
For O=C(Cc1ccccc1)Oc1coc(CSc2ncccn2)cc1=O the results were FXIa inh 1536 -9, Wee1 stabilizer 2, p97 ATPase inh 1, Furin inh -18, PERK inhibitor 1.6, KCC2 mod -1.3, Thrombin inh 12, FXIIa inh 1 and KLK5 inh -9.
`Cn1nc(C(F)(F)F)c(/C=N/OCc2c(Cl)cccc2Cl)c1Cl` gave FXIa inh 1536 4, Wee1 stabilizer -2, p97 ATPase inh 1, Furin inh -18[20 µM], PERK inhibitor 1.7, KCC2 mod 0.33, Thrombin inh 1, FXIIa inh 10 and KLK5 inh -17.
`O=c1ccc(/C=C/c2ccccc2)nn1Cc1ccccc1Cl` gave FXIa inh 1536 8, Wee1 stabilizer 4, p97 ATPase inh -8, Furin inh -11[20 µM], PERK inhibitor -0.8, KCC2 mod -2, Thrombin inh 0, FXIIa inh 18 and KLK5 inh -5.
`CCCCc1ccc(C(=O)NC(C(=O)O)C(C)C)cc1` (stereo unspecified) gave FXIa inh 1536 -5, Wee1 stabilizer -1, p97 ATPase inh 0, Furin inh -24[20 µM], PERK inhibitor 0.9, KCC2 mod -0.55, Thrombin inh -5, FXIIa inh -13 and KLK5 inh 0.
O=C(Cn1c(NCCO)nc2ccccc21)NCC(F)(F)F was read as FXIa inh 1536 -1, Wee1 stabilizer 5, p97 ATPase inh -2, Furin inh -14, PERK inhibitor -0.5, KCC2 mod -0.25, Thrombin inh 5, FXIIa inh 13 and KLK5 inh 1.
Screening COc1ccccc1CNC(=O)C(NS(=O)(=O)c1cccc2nsnc12)C(C)C (stereo unspecified) returned FXIa inh 1536 0, Wee1 stabilizer -3, p97 ATPase inh -3, Furin inh -14, PERK inhibitor -1.9, KCC2 mod 0.02, Thrombin inh 4, FXIIa inh 12 and KLK5 inh 3.
`CC(=O)N(C)c1ccc(NC(=O)C(Sc2ccccc2)c2ccccc2)cc1` (stereo unspecified) gave FXIa inh 1536 -3, Wee1 stabilizer -2, p97 ATPase inh 1, Furin inh -11, PERK inhibitor -0.3, KCC2 mod -1.1, Thrombin inh -10, FXIIa inh 2 and KLK5 inh -4.
Cc1cc(=O)[nH]c(N/N=C/c2sccc2C)n1 was read as FXIa inh 1536 -5, Wee1 stabilizer -3, p97 ATPase inh -8, Furin inh 6, PERK inhibitor 0.2, KCC2 mod 0.98, Thrombin inh -8, FXIIa inh 2 and KLK5 inh -20.
Cc1ccccc1/C=N/NC(=O)Cc1ccc(Cl)cc1 was read as FXIa inh 1536 -8, Wee1 stabilizer 0, p97 ATPase inh 1, Furin inh -12, PERK inhibitor 1.7, KCC2 mod 0.94, Thrombin inh -4, FXIIa inh 6 and KLK5 inh -3.
`O=C(OCc1nnc(-c2ccccc2)o1)c1ccccc1` gave FXIa inh 1536 -5, Wee1 stabilizer -3, p97 ATPase inh 4, Furin inh -21, PERK inhibitor 0.5, KCC2 mod -0.52, Thrombin inh -7 and KLK5 inh -4.
Cc1ccc(C(=O)OCC(=O)c2ccc[nH]2)s1 was read as FXIa inh 1536 -3, Wee1 stabilizer -3, p97 ATPase inh 4, Furin inh -11, PERK inhibitor 0.5, KCC2 mod 0.11, Thrombin inh -1, FXIIa inh -2 and KLK5 inh -8.
`CCC/S(C)=N/S(=O)(=O)c1ccc(C)cc1` (stereo unspecified) gave FXIa inh 1536 38, Wee1 stabilizer -4, p97 ATPase inh -4, Furin inh 2, PERK inhibitor 0.4, KCC2 mod 0.97, Thrombin inh 10, FXIIa inh 11 and KLK5 inh 48*.
Cc1cc(=O)n2c(C)n[nH]c2n1 was read as FXIa inh 1536 -11, Wee1 stabilizer 0, p97 ATPase inh 11, Furin inh -19[20 µM], PERK inhibitor 0.8, KCC2 mod -0.17, Thrombin inh -5, FXIIa inh -12 and KLK5 inh 2.
